Source: PubChem BioAssay
GSK3 alpha inh – blockers of GSK3A enzyme activity – biochemical, luminescence, cell-free homogeneous, HTS, primary screen; AID 2650, 2010; hit rate 0.1% among 320,000; GSK-3 alpha kinase, ADP-Glo luminescence, 60 min; inhibition, % at 10 µM;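 in the data active = inhibition above about 50%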;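 note: GST-tagged GSK-3 alpha with peptide substrate and 25 µM ATP; 0% = DMSO neutral wells and 100% = GW8510 positive control wells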
Target sequence (P49840 whole entry, looked up): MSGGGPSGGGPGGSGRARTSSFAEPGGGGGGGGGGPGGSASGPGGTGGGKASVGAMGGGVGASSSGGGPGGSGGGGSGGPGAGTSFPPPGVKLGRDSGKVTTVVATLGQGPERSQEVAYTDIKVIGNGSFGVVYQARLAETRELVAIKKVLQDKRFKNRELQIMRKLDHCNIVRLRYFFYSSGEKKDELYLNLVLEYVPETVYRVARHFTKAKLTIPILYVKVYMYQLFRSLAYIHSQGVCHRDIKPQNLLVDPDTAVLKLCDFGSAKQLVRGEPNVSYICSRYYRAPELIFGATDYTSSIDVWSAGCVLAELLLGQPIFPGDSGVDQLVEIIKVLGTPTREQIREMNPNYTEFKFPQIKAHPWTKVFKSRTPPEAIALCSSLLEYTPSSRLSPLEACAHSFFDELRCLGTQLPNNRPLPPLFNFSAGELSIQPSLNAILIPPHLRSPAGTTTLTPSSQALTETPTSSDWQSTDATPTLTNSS
GSK3beta inhib – human GSK3beta kinase inhibitors, primary screen, biochemical, cell-free homogeneous, HTS | hit rate 0.038% among 300,000 | AID 2097, 2009 | activity score (negative = inhibition), % at 10 µM | Glycogen synthase kinase-3 beta (Homo sapiens), P49841 | GST-GSK3beta kinase, ADP-Glo luminescence, 60 min; hits give low values;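 active = more than half of replicate wells score below -50%, meaning over 50% inhibition versus plate controls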;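 note: 0% = median DMSO wells and -100% = median GW8510 positive control wells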
Target sequence (P49841 whole entry, looked up): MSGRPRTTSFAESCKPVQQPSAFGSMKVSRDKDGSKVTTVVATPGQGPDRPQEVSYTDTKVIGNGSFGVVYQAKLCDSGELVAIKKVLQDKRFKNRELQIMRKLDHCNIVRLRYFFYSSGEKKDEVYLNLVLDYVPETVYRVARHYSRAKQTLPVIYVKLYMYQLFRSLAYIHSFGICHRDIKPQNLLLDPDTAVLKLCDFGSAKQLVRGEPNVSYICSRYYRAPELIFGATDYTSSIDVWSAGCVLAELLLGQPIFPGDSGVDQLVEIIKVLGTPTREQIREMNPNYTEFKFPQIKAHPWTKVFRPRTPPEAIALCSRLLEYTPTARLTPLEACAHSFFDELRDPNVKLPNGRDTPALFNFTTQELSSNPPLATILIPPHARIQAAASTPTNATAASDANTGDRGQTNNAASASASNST
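test system = GST-tagged human GSK3beta kinase, cell-free | reagent = 25 µM ATP with peptide substrate | dosing = one dose of 10 µM per compound | schedule = 60 min reaction, RT | detection = luminescent ADP-Glo measurement of ADP formed | control set = DMSO neutral wells and GW8510 at 20 µM as positive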
HSF1 inh – HSF1 inhibitors in luciferase reporter cells, primary screen, cell-based, NIH3T3, luminescence. NIH3T3-HGL HSE-luciferase, MG132-induced, luminescence 8 h; hits give low values. activity change, negative = inhibition, % at 7.5 µM (by protocol). hit rate 0.77% among 300,000;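 active = more than half of replicate wells show activity change below -50%, luminescence cut by over half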;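 note: luciferase reports HSF-1 transcriptional activity via heat shock element; 0% = median of DMSO wells and -100% = zero luminescence signal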
Dyrk1A ADPGlo – rat Dyrk1A kinase inhibitors, primary screen, biochemical, single point, plate reader; Dual specificity tyrosine-phosphorylation-regulated kinase 1A (Rattus norvegicus), Q63470; ADP-Glo luminescence, NFATc1 peptide; inhibition, % at 12.5 µM; hit rate 0.43% among 310,000; AID 504441, 2011; in the data active = inhibition above about 50%;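 note: plate controls were vehicle with enzyme for no effect and no enzyme for full effect; many of its hits are not listed in these tables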
Platelet DG rel – inhibitors of platelet dense granule secretion, primary screen, cell-based, MLPCN, human platelets; human platelet-rich plasma, SFLLRN dense granule ATP release, luminescence; inhibition, %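 (compounds screened at 7.5 µM in platelet-rich plasma)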; hit rate 0.22% among 300,000;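 active = mean replicate score, as percent of positive control, at or above 50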
IEC-6 tox – cytotoxicity in IEC-6 intestinal epithelial cells, primary screen, cytotoxicity control for KLF5 inhibitor project, cell-based, luminescence | IEC-6 cytotoxicity, luminescence viability | inhibition, % at 5 µM | hit rate 0.78% among 290,000 | AID 1825, 2009; in the data active = inhibition above about 22%;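 note: 0% = plate median of test compound wells and 100% = cytotoxic reference compound wells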
KLF5 inh – KLF5 expression inhibitors, primary screen, DLD-1 cells, luminescence; DLD-1 KLF5 promoter-luciferase reporter; inhibition, % at 5 µM; hit rate 0.23% among 290,000; AID 1700, 2009;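 active = inhibition above a per-plate limit of that plate's mean compound inhibition plus 3 SD, cut at about 60% in these data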;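 note: 0% = DMSO wells and 100% = LY294002 at 200 µM; higher means less KLF5 promoter-driven luciferase light; inactives centre near -14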
aSyn UTR inh – MLPCN primary screen, SNCA 5' untranslated region; hit rate 0.82% among 300,000; AID 1813, 2009; alpha-synuclein 5'UTR reporter, inhibitor activity; inhibition, % (tested at 7.5 µM); in the data active = inhibition above about 60%;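 note: H4 neuroglioblastoma cells stably carrying SNCA 5'UTR luciferase fusion; 0% = DMSO wells and 100% = positive control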
HSP90 inh – HSP90 inhibitors, primary screen, cell lysate, luminescence | hit rate 0.91% among 290,000 | Rabbit reticulocyte lysate, luciferase refolding luminescence, 3 h | AID 1789, 2009 | inhibition, % at 5.6 µM;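 active = inhibition above the screen-wide mean plus 3 SD, computed separately per campaign, cut at about 16% in these data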;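 note: 0% = DMSO wells and 100% = 60 µM geldanamycin wells; inhibitors lower the luminescence because luciferase stays unfolded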
HSF1 activator – HSF-1 activators, primary screen, NIH3T3-HGL cells, MG132 stress, luminescence, single point; NIH3T3-HGL HSF-1 luciferase reporter, 8 h; 100% = twice DMSO control signal; activation, % at 9 µM; hit rate 1.7% among 300,000; AID 504408, 2011;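 active = mean replicate activation of at least 50% with a set share of replicates each reaching 50%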;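 note: 0% = median of the neutral control wells and 100% = twice that signal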
* hit, by the source's call; . = not tested or not shown. This is a subset; the hit share may differ from the screen's.

#	mol	HSP90 inh	Platelet DG rel	KLF5 inh	Dyrk1A ADPGlo	HSF1 activator	GSK3beta inhib	IEC-6 tox	GSK3 alpha inh	aSyn UTR inh	HSF1 inh
1	O=C(CSc1nnnn1-c1ccc(Cl)cc1)NC(=O)Nc1ccc2c(c1)OCCO2	-3	0	-58	5	28	2	-13	-3	-184	15
2	CCc1cccc(CC)c1NC(=O)C[n+]1cccc(C(N)=O)c1	2	0	5	-3	-1	3	6	-3	-5	-3
3	CN1CC(=O)N2[C@H](c3ccc4c(c3)OCO4)c3[nH]c4ccccc4c3C[C@@H]2C1=O	5	5	-11	6	13	2	19	2	27	6
4	COc1ccc2c(OC)cc(=O)n(C)c2c1	-4	-9	-16	14	7	-5	-2	-1	-8	-2
5	CCc1ccc(-c2cc(C)no2)cc1S(=O)(=O)NCCc1ccc(OC)c(OC)c1	4	9	-20	.	8	0	6	3	-6	-1
6	COc1ccc(N(CC(=O)Nc2ccc3c(c2)OCO3)S(C)(=O)=O)c(OC)c1	3	-1	-13	7	-25	-2	-5	.	-20	-7
7	CCN1CCN(Cc2c(C(=O)N/N=C(\C)c3ccc(Cl)c(Cl)c3)nnn2-c2nonc2N)CC1	-2	-4	4	.	14	-11	3	12	23	2
8	Cc1cccc2c(N=Nc3ccc(S(=O)(=O)Nc4ccc(Cl)cc4)cc3[N+](=O)[O-])c(O)[nH]c12	1	-5	-24	2	9	3	-1	-2	20	1
9	CCn1c(=O)c(C(=O)NCCc2ccccc2)c(O)c2ccccc21	3	-4	-15	-5	12	-5	6	-2	21	4
10	O=C(Cn1ncc2c3ccccc3n(Cc3ccccc3F)c2c1=O)NCCCN1CCCC1=O	-3	-2	-23	.	27	0	1	0	-7	16
11	O=C(C/C=N/OCc1ccc(Cl)cc1)c1cnc(-c2ccccc2)s1	-3	7	7	-4	0	-1	-10	-1	10	-7
12	Cc1cc(C)c(C(=O)C(C)OC(=O)c2ccc(Cl)nc2)cc1C (stereo not drawn)	2	0	-30	-1	7	5	-2	-3	-7	1
13	CCC(CC)c1nc(C(N)=O)c2[nH]c(=O)n(-c3ccc(OC)c(OC)c3)c2n1	-3	44	-22	-3	15	0	8	1	3	8
14	Cn1c(=O)c2c(nc(CN3CCc4ccccc4C3)n2Cc2ccccc2F)n(C)c1=O	0	0	-1	-3	9	3	-10	-2	-9	13
15	COc1cc(/C=N/NC(=O)c2ccccc2Cl)ccc1Oc1ccc([N+](=O)[O-])cn1	3	0	-4	7	9	-1	8	6	13	10
16	CCOc1ccc(-c2nnc(SCC(=O)N3CCCC3)o2)cc1	-6	-6	-71	-6	8	0	3	0	-101	6
17	O=C(CCc1ccccc1)Nc1c(F)c(F)c(F)c(F)c1F	1	7	1	2	4	3	3	.	5	1
18	COc1cccc(-c2ccc(SCC(=O)NC3CCCC3)nn2)c1	-6	1	-21	-10	4	-1	5	-3	9	1
19	COC(=O)Nc1ccc(S(=O)(=O)N(CCO)CCO)cc1	1	6	-12	5	11	11	4	3	13	5
20	Cc1ccc(C2=NCN(c3ccc(C(=O)O)cc3)C(=S)N2)cc1	22*	-1	-126	.	26	-3	7	0	-117	15
21	O=C(O)C(Cc1ccccc1)N1C(=O)CCC1=O (stereo not drawn)	1	3	-8	0	-5	-1	0	-4	14	-1
22	CCOCCOC(=O)C(C)Oc1ccc(Oc2nc(Cl)ccc2Cl)cc1 (stereo not drawn)	1	-2	-10	-4	30	1	4	-2	7	-1
23	Cc1ccc(N(CC(=O)NN=C2CCN(C)CC2)S(=O)(=O)c2ccccc2)c(C)c1	2	12	-15	1	29	2	-1	1	8	7
24	CC(Oc1ccc2c(-c3ccccc3)cc(=O)oc2c1)C(=O)NCc1ccccn1 (stereo not drawn)	-3	-4	-34	12	10	0	-3	2	12	4
25	CC(C)CNS(=O)(=O)c1cc(C(=O)N2CCOCC2)c(Cl)cc1Cl	3	-3	-41	-3	11	-1	-2	-2	-2	-1
26	Cc1cc2c(SCC(=O)NC3CCCC3)ncnc2s1	-4	-4	-23	-7	-4	-1	3	-2	0	4
27	O=C(Cn1c(=O)n(Cc2ccco2)c(=O)c2cc(Cl)ccc21)NCC1CCCO1 (stereo not drawn)	-2	-1	0	-3	8	1	-5	-1	-10	2
28	O=C1CC(c2ccccc2)CN1Cc1ccccc1 (stereo not drawn)	3	7	-25	1	-5	1	7	-1	5	-1
29	O=C(CCl)N(c1ccccc1)C1CCS(=O)(=O)C1 (stereo not drawn)	7	7	-20	1	1	6	-3	0	-109	-8
30	O=C(NCc1ccccn1)c1ccc2c(=O)n3nc(Nc4ccccc4)sc3nc2c1	-4	-4	3	.	-12	-3	5	-5	6	-9
31	Cc1nc2c(-c3ccc(F)cc3)c(C)nn2c(C)c1CCC(=O)Nc1ccc(F)cc1F	2	-4	-6	-3	8	4	1	6	5	0
32	CN1CC(=O)N(CCOc2ccccc2)C1=O	3	2	1	-8	-10	1	12	2	3	-1
33	CCOc1cc(CNCc2ccncc2)cc(Br)c1OCc1ccccc1F	-1	0	1	-6	13	-2	-4	-1	-16	1
34	Cc1ccc(CCNC(=O)C2CCN(C(=O)N(C)C)CC2)cc1	-2	3	-18	-4	4	3	-7	1	-2	1
35	COc1ccc2[nH]cc(CCNC(=O)COc3cc(C)cc4oc(=O)cc(C)c34)c2c1	-2	1	1	11	-5	4	7	-24	23	3
36	CCOC(=O)N1CCN(C(=O)CN(c2ccc(OCc3ccccc3)cc2)S(C)(=O)=O)CC1	1	-6	8	3	2	0	-1	-2	26	7
37	CCN(CC(=O)Nc1cccc(OC)c1)CC(=O)Nc1ccc(Br)c(C)c1	3	6	-16	1	55*	5	4	-2	-6	26
38	COc1cc(NC(=O)COc2ccc(Cl)cc2)ccc1-c1cc2ccccc2oc1=O	-2	-5	-8	-2	10	4	-2	-3	-54	-3
39	CCn1c(SCC(=O)NNC(=O)Cc2ccccc2)nnc1-c1ccncc1	2	6	-26	3	11	3	-10	-1	1	-1
40	O=C(O)c1ccc2ncsc2c1	6	0	-39	9	-10	2	-4	-5	-29	-8
41	CN(C)c1ccc(NC(=O)C(=O)C2C(=O)Nc3ccccc32)cc1 (stereo not drawn)	-3	-1	-10	7	-6	3	-3	-2	-42	6
42	Cc1nn(Cc2ccc(Cl)cc2)c2sc(C(=O)O)cc12	0	3	-6	0	-9	3	0	-4	9	-8
43	CCOCCCNC(=O)C1CCN(C(=O)N(C)C)CC1	-1	8	4	-2	-19	1	-7	-1	3	3
44	Cc1cccc(N2CCN(C(=O)Cn3nc(C)n4cccc4c3=O)CC2C)c1 (stereo not drawn)	4	-2	-2	1	-1	2	6	-4	28	-5
45	CCOC(=O)c1cc(-c2ccco2)nc2c1c(C)nn2-c1ccccc1	-1	0	-15	-1	-10	2	-4	-9	10	-7
46	O=C(O)CCC(=O)Nc1nc2nc(-c3ccccc3)cc(-c3ccccc3)n2n1	1	16	-22	1	3	1	1	-1	19	3
47	O=c1c2cc(Cl)ccc2nc(-c2ccccc2Cl)n1O	6	5	11	3	-3	2	-10	-16	2	-2
48	Cc1ccc(C2C(C(=O)c3ccco3)=C(O)C(=O)N2c2ncccn2)cc1 (stereo not drawn)	0	-17	-15	2	-12	-1	5	-2	-54	0
49	Cc1cc(N2CCCCC2)c(F)cc1[N+](=O)[O-]	3	-2	-23	6	3	0	1	-1	15	1
50	CC1(C)CN(c2ccc(-c3ccnc4ncnn34)cc2)C1=O	-4	-2	0	-3	12	-3	-2	1	-27	9
51	CCOC(=O)c1oc2nc3c(cc2c1N)COC(C)(C)C3	0	-5	-2	1	-7	-6	4	5	-49	2
52	COc1ccccc1N1CCN(/N=C/c2ccc(O)cc2O)CC1	-9	1	-132	3	22	0	-1	0	-147	7
53	CC(C)C(=O)Nc1nnc(Cc2c[nH]c3ccccc23)s1	-1	5	-105	.	7	-2	6	-5	-24	6
54	CC(C)(C#N)C(C)(C)c1nn[nH]n1	3	12	-12	4	-7	136	7	-3	13	9
